HCMV inh: human cytomegalovirus inhibition; HFF cells, HCMV-luciferase reporter, 72 h; stronger effect = lower value; activity change, negative = inhibition, % at 57.5 µM; 4.5% of 410,000 active; AID 1259415; in the data active = activity change below about -60%; inconclusive = no clear call, values can overlap the other calls; inactive = above about -39%
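Screen run at 2 compound doses on HFFs infected with reporter HCMV, MOI 1 PFU/cell. Luciferase activity from cell lysates at 72 h post infection gave inhibition relative to buffer-only and Salinomycin wells.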
AmpC detergent: AmpC beta-lactamase inhibition with detergent present. AID 485294. 0.041% of 370,000 active. Potency, µM (titrated, usually from 114 µM), inactives show top-dose activity change, negative = inhibition, actives largely listed as inhibitors. AmpC hydrolysis of nitrocefin, absorbance 480 nm, 0.01% Triton;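 also: potency is read from the fitted curve at half-maximal effect; 0% = no-compound wells and -100% = no-enzyme wells; nearly all actives have a fitted effect of over 25% in size; some results filed as inactive show a strong effect at the top dose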
Target sequence (P00811 whole entry, looked up): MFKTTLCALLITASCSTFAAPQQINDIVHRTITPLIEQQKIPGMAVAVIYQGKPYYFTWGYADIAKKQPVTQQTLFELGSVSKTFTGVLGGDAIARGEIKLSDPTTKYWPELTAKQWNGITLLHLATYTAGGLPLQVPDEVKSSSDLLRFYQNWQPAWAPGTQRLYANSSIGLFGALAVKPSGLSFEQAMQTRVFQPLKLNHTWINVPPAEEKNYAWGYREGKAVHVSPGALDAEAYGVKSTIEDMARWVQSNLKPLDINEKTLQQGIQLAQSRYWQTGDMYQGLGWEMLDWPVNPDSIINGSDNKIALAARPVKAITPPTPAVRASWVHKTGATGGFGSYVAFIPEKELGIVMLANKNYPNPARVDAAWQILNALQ
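20 mM phosphate pH 7.0 + 0.01% (detergent screen) or 0.0001% Triton X-100; 5.3 nM AmpC reagent; cpd preinc 15 min RT; nitrocefin (800 uM stock) to start; A480 q20 s × 4 min; Activity was normalised to no-enzyme and no-compound control wells.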
Giardia FBPA inh: inhibitors of Giardia lamblia fructose-1,6-bisphosphate aldolase | purified Giardia FBPA | A8B2U2 | Potency, µM (top dose mostly 59.6 µM), inactives show top-dose activity, negative = inhibition, hits mostly inhibitors | 0.71% of 290,000 active; also: potency is read from the fitted curve at half-maximal effect; nearly all actives have a fitted effect of over 55% in size
Target sequence (A8B2U2 whole entry, looked up): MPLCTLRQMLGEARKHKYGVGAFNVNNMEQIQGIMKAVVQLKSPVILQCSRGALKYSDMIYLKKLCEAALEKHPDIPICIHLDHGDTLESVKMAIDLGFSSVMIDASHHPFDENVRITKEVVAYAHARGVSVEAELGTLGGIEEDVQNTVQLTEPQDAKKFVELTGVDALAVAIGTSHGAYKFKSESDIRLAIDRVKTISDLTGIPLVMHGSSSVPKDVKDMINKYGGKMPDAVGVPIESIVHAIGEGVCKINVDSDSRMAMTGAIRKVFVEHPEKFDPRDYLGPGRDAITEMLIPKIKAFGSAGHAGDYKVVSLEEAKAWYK
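Giardia FBPA (40 nM reagent) was preincubated 10 min at RT with compound (up to 57.5 uM final), then substrate plus GAPDH/TPI/NAD/arsenate coupling system with diaphorase/resazurin was added; resorufin fluorescence (525/598 nm) was read after 20 min.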
Sm TGR inh: blocks Schistosoma mansoni thioredoxin glutathione reductase | Q962Y6 | purified TGR, DTNB reduction, TNB absorbance 405 nm | Potency, µM (titrated, usually from 114 µM), inactives show top-dose activity change, negative = inhibition, hits mostly inhibitors | 3% of 360,000 active | AID 485364; also: potency is read from the fitted curve at half-maximal effect; nearly all actives have a fitted effect of over 60% in size
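TGR 20 nM + NADPH 100 uM (dispensed conc.), cpd preinc 15 min RT; start with NADPH (500 uM addition) then DTNB (15 mM addition). Kinetic TNB absorbance, 405 nm filter. Four-parameter Hill fit across titration.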
AMA1 RON2 block: AMA1-RON2 (P. falciparum) interaction inhibition; 0.2% of 360,000 active; AID 720542; Potency, µM (series often up to 58.2 µM), for inactives: at the top dose activity change, negative = inhibition, usual class: inhibitors; AlphaScreen AMA1-biotinylated RON2 peptide binding;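 also: potency is read from the fitted curve at half-maximal effect; 0% = vehicle wells and -100% = peptide control; nearly all actives have a fitted effect of over 45% in size; some results filed as inactive show a strong effect at the top dose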
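AMA1 (3D7) with his tag at 25 nM final met compounds first, then biotinylated RON2 peptide at 25 nM; detection used donor plus acceptor beads, 10 µg/mL apiece, read by AlphaScreen after 30 min at room temperature.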
HCV inh: inhibitors of hepatitis C virus infection; Huh7.5.1 HCVcc-Cre infection, luciferase reporter, 44 h; AID 651820; 3.4% of 340,000 active; Potency, µM (series often up to 41.8 µM), without a hit: at the highest dose activity change, negative = inhibition, usual class: inhibitors; also: potency is read from the fitted curve at half-maximal effect
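Compounds are dispensed onto cells plated 4 h earlier at 1,000 per well, with HCVcc-Cre virus (about 0.5 moi) added next. Following 44 h of culture, luminescent signal is measured for 15 sec after 15 min with substrate at room temperature.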
Starred values were filed as active, the others as inactive; ? = inconclusive; . = no result given; & = joins results of further samples; [ ] = another dose, or the depositor's remark. Unless noted, calls follow the shape of the dose curve; as a rule, active = well fitted curve in the direction sought with a large enough effect; inconclusive = small, poorly fitted or top-dose-only effect, or another doubt; inactive = no such curve, though single readings can be large; an effect the other way counts as inactive or inconclusive. Unless noted, % is scaled to controls: 0 for no effect and ±100 for the full control effect.

1. Cc1ccc(C(O)P(=O)(OCc2ccccc2)c2ccc(N(C)C)cc2)cc1 (configuration not stated)
2. O=[N+]([O-])c1cc2c(cc1[N+](=O)[O-])OCCOCCOCCOCCO2
3. CCOc1cccc2sc(N3CCN(C(=O)c4ccc5c(c4)CCCC5)CC3)nc12
4. CN(C)c1ccc(NC(=O)c2cccc(N3C(=O)CCC3=O)c2)cc1
5. COc1ccc(OC)c(S(=O)(=O)N2CCN(C)CC2c2ccccc2)c1 (configuration not stated)
6. CN(C)c1ccc(C(=S)Nc2ccccc2)cc1
7. Cc1ccccc1OCc1ccc(-c2nc(C#N)c(N3CCC(C(N)=O)CC3)o2)o1
8. CCC(C)(C)n1nnnc1C(c1ccccc1F)N1CCC(C(N)=O)CC1 (configuration not stated)
9. COc1ccc(NC(=O)CC2Nc3ccccc3NC2=O)cc1 (configuration not stated)
10. CN(NC(=O)c1ccccc1F)c1nc(C(F)(F)F)nc2ccccc12

compound no.,1,2,3,4,5,6,7,8,9,10
HCV inh,-17%,6.3µM*,.,8%,16%,5%,.,0%,.,?
Sm TGR inh,7%,?,11%,1%,.,-2%,-7%,-15%,6%,10%
HCMV inh,-13,90,34,-32,-23,-65*,-38,-20,21,-63*
AmpC detergent,0%,4%,4%,7%,.,-2%,1%,?,9%,-1%
Giardia FBPA inh,-11%,-23%,.,-1%,.,1%,.,-3%,.,1%
AMA1 RON2 block,8%,-1%,.,-3%,-11%,-26%,.,-5%,.,-14%

Molecules listed so far that contain a carbonyl joined to an NH by a bond outside any ring (five):
4. CN(C)c1ccc(NC(=O)c2cccc(N3C(=O)CCC3=O)c2)cc1
7. Cc1ccccc1OCc1ccc(-c2nc(C#N)c(N3CCC(C(N)=O)CC3)o2)o1
8. CCC(C)(C)n1nnnc1C(c1ccccc1F)N1CCC(C(N)=O)CC1 (configuration not stated)
9. COc1ccc(NC(=O)CC2Nc3ccccc3NC2=O)cc1 (configuration not stated)
10. CN(NC(=O)c1ccccc1F)c1nc(C(F)(F)F)nc2ccccc12

compound no.,4,7,8,9,10
HCV inh,8%,.,0%,.,?
Sm TGR inh,1%,-7%,-15%,6%,10%
HCMV inh,-32,-38,-20,21,-63*
AmpC detergent,7%,1%,?,9%,-1%
Giardia FBPA inh,-1%,.,-3%,.,1%
AMA1 RON2 block,-3%,.,-5%,.,-14%

Remaining list, next part.
11. NS(=O)(=O)c1ccc(NCC2COc3ccccc3O2)c([N+](=O)[O-])c1 (configuration not stated)
12. CCOc1cc(/C=N/O)ccc1OCC(=O)Nc1cccc(C)c1
13. COC(=O)c1ccc2nc(NC(=O)C(C)C)sc2c1
14. CCN(Cc1ccccc1)C(=O)c1ccc(CNS(=O)(=O)c2ccc(C)cc2)cc1
15. CCN(CC)CCn1c(=S)[nH]c2ccc(Cl)cc2c1=O
16. O=C(NCC1CCCO1)c1ccc(COCC(F)(F)C(F)F)cc1 (configuration not stated)
17. Cc1cc(SCC(=O)N/N=C/c2ccc(O)c(O)c2)c(C)cc1Br
18. Cc1cc(C(=O)CSc2nncs2)c(C)n1Cc1ccco1
19. COCc1ccc(CN2CCCCC2C(=O)Nc2ccc(Oc3ccccc3)nc2)o1 (configuration not stated)
20. Cc1cccc(C[C@H](C(=O)O)N2C(=O)c3ccc(C(=O)O)cc3C2=O)c1

compound no.,11,12,13,14,15,16,17,18,19,20
HCV inh,-14%,?,-20%,5%,-25%,2%,?,?,-9%,.
Sm TGR inh,.,0%,20%,3%,0%,8%,-29%,-25%,-32%,-1%
HCMV inh,40,-24,62,2,-10,22,32,22,-8,.
AmpC detergent,-3%,-5%,3%,-2%,1%,?,-4%,7%,-5%,?
Giardia FBPA inh,-1%,3%,3%,4%,-5%,0%,?,-16%,.,6%
AMA1 RON2 block,-8%,4%,-2%,14%,22%,20%,29%,22µM*,1%,.

21. Cc1ccc(C(=O)OCC(=O)N2CCCCCC2)cc1S(=O)(=O)N1CCOCC1
22. Cc1ccc(CNC(=O)CCS(=O)(=O)c2ccc3c(c2)NC(=O)CS3)cc1
23. Cc1cc(NC(=O)CCC(=O)N(Cc2ccco2)C2(C(=O)NC3CCCCC3)CCCCC2)no1
24. O=c1c2ccccc2oc2nc(C3CCCCC3)n(Cc3ccco3)c(=O)c12
25. CCc1ccc(CN/C=C/C(=O)c2ccc(Br)cc2)cc1
26. CC1(C)CC2(CC(C)(C(=O)CSc3nc4ccccc4s3)OC2=O)C(=O)O1 (configuration not stated)
27. Cc1cccc(C2=NN(c3ccc(Br)cc3)[C@@H](C(=O)N3CCOC3=O)[C@@H]2c2ccccc2)c1
28. COc1cccc(/C=N/NC(=O)c2cc3c(OC)cccc3[nH]2)c1OC
29. CCCc1ccc(-c2cc(NC(=O)CSc3n[nH]c(N)n3)n(-c3ccccc3)n2)cc1
30. Cc1nnc(Nc2ccc(Cl)cc2)s1

compound no.,21,22,23,24,25,26,27,28,29,30
HCV inh,12%,-11%,?,5%,-18%,0%,15%,?,?,12%
Sm TGR inh,.,-32%,-16%,-24%,-9%,10%,.,4%,8%,12%
HCMV inh,-16,13,-36,?,-2,46,.,-33,-3,34
AmpC detergent,.,-7%,-6%,?,?,-9%,.,?,?,1%
Giardia FBPA inh,.,.,.,4%,-3%,.,1%,-3%,3%,-8%
AMA1 RON2 block,-4%,-2%,-5%,-8%,24%,0%,71%[activator],-5%,10%,-9%

31. CC(=O)Nc1ccccc1C(=O)C(=O)Nc1ccc(F)cc1
32. Cc1cc(F)ccc1S(=O)(=O)Nc1ccccc1C(=O)NC1CCN(Cc2ccccc2)CC1
33. CCOC(=O)c1ccc(NC(=O)CN2C(=O)C(C)SC(C)C2=O)cc1 (configuration not stated)
34. O=C1CN2C(=Nc3ccc(Cl)cc3C2c2ccccc2)CN1 (configuration not stated)
35. COc1ccccc1C1N(c2cc(Cl)ccc2OC)C(=O)C2CCCN21 (configuration not stated)
36. Cc1cc(N/C=C/C(=O)c2cccs2)ccc1F
37. O=C1N/C(=C/c2ccc(N3CCOCC3)cc2)C(=O)N1Cc1ccc(F)cc1
38. N#Cc1nc(COc2ccccc2Cl)oc1NCc1ccco1
39. C#CCOc1c(Br)cc(/C=C2/C(=O)ON=C2C)cc1OCC
40. CC1CCN(C(=S)NC(=O)c2ccco2)CC1

compound no.,31,32,33,34,35,36,37,38,39,40
HCV inh,14%,?,-13%,10%,1%,-11%,-15%,-17%,2%,14%
Sm TGR inh,7%,2%,0%,0%,-13%,-6%,-17%,22µM*,?,0%
HCMV inh,97,-11,-39,-20,-3,-101*,-22,-13,56,-68*
AmpC detergent,-14%,?,-8%,8%,-14%,?,-1%,1%,2%,3%
Giardia FBPA inh,0%,.,0%,-7%,0%,-8%,2%,-1%,-7%,.
AMA1 RON2 block,-2%,-16%,-2%,2%,8%,-7%,-1%,-3%,-17%,84%[activator]

41. CCCCN1CC(=O)N2[C@H]3c4cc(OC)ccc4OC[C@@H]3[C@H](C(=O)OCC)[C@]2(C)C1=O
42. Cc1ccc(S(=O)(=O)N2CCC(C(=O)NCCc3ccccn3)CC2)cc1
43. COc1ccc(CN(C(=O)CN2C(=O)COc3ccccc32)C2CCCC2)c(OC)c1
44. COc1ccc2[nH]c3c(NCCN4CCCCC4)ncnc3c2c1
45. CC1(C)c2ccccc2N2CC(=O)NC21/C=C/c1ccco1 (configuration not stated)
46. CCOC(=O)C(C)Sc1nc(-c2ccccc2Cl)cc(-c2ccccc2)c1C#N (configuration not stated)
47. Cc1ccc(-n2c(SCC(=O)Nc3ccc4cn[nH]c4c3)nnc2-c2ccco2)cc1
48. CC(CC(F)(F)F)N1CCC(n2nccc2NC(=O)CCCc2ccccc2)CC1 (configuration not stated)
49. C(=N\c1nccs1)/c1cccnc1
50. CC(C(=O)NC1CCCCC1)N(Cc1ccccc1)C(=O)c1snc(C(N)=O)c1N (configuration not stated)

compound no.,41,42,43,44,45,46,47,48,49,50
HCV inh,9%,8%,11%&-2%,.,-15%,.,1%,5%,-13%,-2%
Sm TGR inh,-12%,1%,5%,2%,7.9µM*,8%,-4%,-8%,-14%,8%
HCMV inh,-11,-33,-25,.,-17,-2,5,43,-25,-24
AmpC detergent,1%,1%,?,-5%,-11%,0%,-1%,1%,-2%,3%
Giardia FBPA inh,.,3%,6%,5%,-25%,.,-2%,-3%,-15%,17%
AMA1 RON2 block,-2%,?,-7%,.,-11%,.,4%,-12%,2%,-1%

51. Cc1cc(C)c(NC(=S)NCCCSC2CCCCC2)c(C)c1
52. N#Cc1ccc(CCc2ccccc2)[nH]c1=O
53. CCC(=O)Nc1cc(C(=O)NCc2ccc(C)cc2)ccc1S(=O)(=O)c1ccc(C)cc1
54. COc1ccc(Cc2nc3ccc(C(=O)NCCc4ccccc4)cc3o2)cc1
55. NNC(=O)c1nc(-c2cccc(-n3cccc3)c2)no1
56. N#C/C(=C\c1cc([N+](=O)[O-])c(N2CCCCC2)cc1N1CCCCC1)c1nn(-c2ccccc2)c(N)c1C#N
57. CCn1c(Oc2ccccc2C)nc2c1c(=O)n(C)c(=O)n2C
58. COCC1CCN(C(=O)c2cc(COc3ccc4c(c3)CCCC4)on2)C1 (configuration not stated)
59. O=C(CN1C(=O)C2C3C=CC(C3)C2C1=O)Nc1ccc(C(=O)O)cc1 (configuration not stated)
60. O=C(COC(=O)c1cc(S(=O)(=O)N2CCOCC2)ccc1F)NC1CCCCC1
61. CC(C)c1ccc(/C=C/C(=O)Nc2nn[nH]n2)cc1

compound no.,51,52,53,54,55,56,57,58,59,60,61
HCV inh,?,0%,.,.,20%,?,3%,?,31%[activator],-8%,.
Sm TGR inh,8%,.,1%,9%,-10%,-18%,-4%,0%,2%,-6%,-1%
HCMV inh,-37,-28,27,1,99,29,-74*,28,16,59,.
AmpC detergent,5%,.,3%,13%,-2%,-12%,-15%,-24%,-7%,-15%,0%
Giardia FBPA inh,16µM*,.,.,.,-8%,0%,-6%,.,1%,.,?
AMA1 RON2 block,4%,-3%,.,.,47%[activator],-12%,2%,1%,-1%,0%,.

Assay outcomes (PubChem BioAssay)
